# MBD2 DNA inh: MBD2-methylated oligo binding inhibition; TR-FRET, MBD2 binding to methylated oligonucleotide; inhibition, % at 4.4 µM; 370,000 tested, 0.31% active; AID 686964; in the data active = inhibition above about 13%
# SMARCA2 activ: SMARCA2 function activation, primary screen | MG213 cells, MMTV-luciferase reporter, dexamethasone, overnight | activation, % at 9.1 µM | 370,000 tested, 1% active | AID 652017; in the data active = activation above about 7.8%;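 note: 0% = vehicle wells and 100% = reference activator wells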
# hcDAF-12 act: activates DAF-12 receptor from parasite H. contortus | AID 652067 | HEK293 hcDAF-12 lit1-tk-luc reporter, luminescence; 0% DMSO, 100% Δ7-dafachronic acid | 370,000 tested, 1.4% active | activation, % at 6.8 µM;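 active = activation above the mean of all tested compounds plus 3 SD, cut at about 5.5% in these data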;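 note: 100% = response to 3 µM Δ7-dafachronic acid high control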
# hgDAF12 agonist: hgDAF-12 agonism, primary luciferase screen; HEK293 GAL4-hgDAF12 UAS-luciferase reporter, agonist luminescence; normalized to butyrate control; activation, % at 6.8 µM; 370,000 tested, 1.8% active;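 active = activation above a cutoff set at the mean of all screened compounds plus 3 SD, cut at about 10% in these data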;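 note: 0% = DMSO wells and 100% = sodium butyrate wells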
# PLCg1 inh: inhibitors of human phospholipase C gamma1; P19174; purified PLC-gamma1, fluorogenic substrate, fluorescence; inhibition, % at 12.2 µM; 370,000 tested, 0.84% active; in the data active = inhibition above about 9.5%
# ADAM17 inh: ADAM17 inhibition, QFRET primary screen; recombinant ADAM17, EDANS/DABCYL FRET peptide cleavage; inhibition, % at 6.95 µM; 370,000 tested, 0.83% active; AID 720648;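 active = inhibition above the mean of compounds lying between control limits plus 3 SD, set per campaign, cut at about 8.5% in these data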;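 note: 0% = DMSO-only wells as the low control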
# Target sequence (P78536 215-824 limits assumed): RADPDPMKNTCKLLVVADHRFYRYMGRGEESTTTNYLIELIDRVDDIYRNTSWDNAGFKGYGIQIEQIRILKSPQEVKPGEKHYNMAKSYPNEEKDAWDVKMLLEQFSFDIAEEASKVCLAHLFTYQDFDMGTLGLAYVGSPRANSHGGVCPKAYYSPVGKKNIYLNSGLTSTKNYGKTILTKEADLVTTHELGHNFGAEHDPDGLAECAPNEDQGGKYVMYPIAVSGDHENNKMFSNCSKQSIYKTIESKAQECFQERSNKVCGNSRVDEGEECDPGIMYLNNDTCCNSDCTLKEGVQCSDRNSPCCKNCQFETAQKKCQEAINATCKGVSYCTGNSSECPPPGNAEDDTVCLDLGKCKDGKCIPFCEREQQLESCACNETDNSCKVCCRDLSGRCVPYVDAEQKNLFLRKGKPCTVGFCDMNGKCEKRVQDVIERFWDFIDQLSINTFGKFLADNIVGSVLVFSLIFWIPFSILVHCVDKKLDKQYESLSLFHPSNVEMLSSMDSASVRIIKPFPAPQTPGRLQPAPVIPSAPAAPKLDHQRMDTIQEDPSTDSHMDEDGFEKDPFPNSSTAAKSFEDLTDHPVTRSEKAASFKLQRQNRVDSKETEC
# DAX1 inh-1: NR0B1 (DAX1) inhibition; P51843; HEK293 Gal4-DAX1 luciferase reporter, luminescence; inhibition, % at 6.75 µM; 340,000 tested, 0.99% active; AID 504766;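 active = inhibition above the mean over all tested compounds plus 3 SD, cut at about 4.2% in these data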;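 note: 0% = DAX1-transfected cells with DMSO and 100% = empty-vector control cells with DMSO; inhibition shows as a rise in luminescence from relieved DAX1 repression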
# Target sequence (P51843 207-470 limits assumed): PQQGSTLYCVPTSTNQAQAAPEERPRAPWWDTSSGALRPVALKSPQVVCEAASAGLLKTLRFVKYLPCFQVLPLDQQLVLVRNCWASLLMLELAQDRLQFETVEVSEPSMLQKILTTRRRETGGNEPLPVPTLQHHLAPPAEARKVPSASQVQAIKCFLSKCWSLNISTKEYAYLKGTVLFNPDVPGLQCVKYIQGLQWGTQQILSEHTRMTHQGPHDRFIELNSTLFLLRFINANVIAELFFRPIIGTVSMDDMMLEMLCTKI
# DAX1 inh-2: DAX1 (NR0B1) inhibition, primary screen. HEK293T StAR-luciferase reporter, SF-1/DAX-1 repression relief. inhibition, % at 6.8 µM. 370,000 tested, 1.1% active. AID 652010;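 active = inhibition above the mean over all tested compounds plus 3 SD, cut at about 3.6% in these data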;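 note: 0% = DAX-1 cells with DMSO and 100% = cells lacking DAX-1 with DMSO; higher inhibition means more luminescence from relief of DAX-1 repression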
# Rev-erbA mod: modulators of human Rev-erb alpha DNA binding; Rev-erbα–FITC-DNA binding, fluorescence polarization, 90 min; P20393; activity, % at 10 µM; 370,000 tested, 0.79% active;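 active = activity above about 14%, limit read from the data; passing the limit was not always enough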;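 note: 0% = DMSO wells with 35 nM protein and 100% = DMSO wells with 750 nM protein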
# ssDAF12 agonist: activators of S. stercoralis DAF-12 nuclear receptor; HEK293 ssDAF-12/GRIP1 lit1-tk-luc reporter, luminescence; % of 3 µM dafachronic acid response; activation, % at 6.8 µM; 370,000 tested, 1% active;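 active = activation above the mean over all tested compounds plus 3 SD, cut at about 0.9% in these data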;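 note: 0% = DMSO-only wells and 100% = 3 µM delta7-dafachronic acid wells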
# PLC-beta3 inh: PLC-beta3 (human) inhibition, primary screen. Q01970. Purified PLC-beta3, fluorogenic substrate, fluorescence. inhibition, % at 12.2 µM. 370,000 tested, 0.18% active; in the data active = inhibition above about 11%;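 note: 0% = median of compound wells on plate and 100% = full blocker control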
# * hit, by the source's call; i = inactive; / = no result given.
SMILES,MBD2 DNA inh,SMARCA2 activ,hcDAF-12 act,hgDAF12 agonist,PLCg1 inh,ADAM17 inh,DAX1 inh-1,DAX1 inh-2,Rev-erbA mod,ssDAF12 agonist,PLC-beta3 inh
CCc1cc2c(C)ccc(C)c2nc1SCC(=O)Nc1c[nH]c(=O)[nH]c1=O,7,5,-0.9,1.0,1,-2,0.2,-0.3,53*,-0.8,-2
Cc1cc([N+](=O)[O-])ccc1NCc1cccc2ccccc12,-1,-5,-1.6,-0.2,5,6,-0.8,-1.3,4,-2.0,-7
CCCCCCc1nc2c(=O)[nH]c3ccccc3c2o1,0,-1,-1.6,2.4,1,-6,0.2,0.6,52*,-1.3,-1
CCOC(=O)N1CCN(C(=O)c2ccc3c(c2)NC(=O)/C(=C\c2ccc(OC)c(OC)c2)S3)CC1,1,-1,-3.5,-2.5,-12,-5,-0.4,-0.1,-4,-1.6,-25
O=C(O)C1OC(C(=O)O)C(C(=O)O)C1C(=O)O (stereo unspecified),-5,2,-0.8,-2.4,2,-2,1.0,-0.6,6,-1.1,-1
CC(C)(C)C(=O)N1NC(=Nc2ccccc2)SC1(C)C,-7,-3,-2.5,-2.0,2,-1,0.7,-0.3,8,-2.4,2
COC1OC2COC(c3ccccc3)OC2C(=O)C1NC(=O)c1ccccc1 (stereo unspecified),0,-3,0.6,0.7,-1,3,1.2,0.1,6,-0.9,2
C=CCC[C@H](Cc1ccc(F)cc1)C(=O)O[C@H](CNC(=O)[C@@H](CC=C)CC(=O)N(CCO)Cc1ccccc1)c1ccccc1,-6,-4,-1.8,-4.6,0,11*,-1.4,-1.5,1,-1.2,1
O=C(CCCOc1ccccc1)NCc1ccco1,-4,-3,-2.7,0.9,-1,-3,0.9,-0.2,4,-1.2,1
O=C(C/C=N\OCc1ccc(Cl)cc1Cl)Nc1ccccc1,3,-1,-0.3,-1.2,0,-2,0.5,0.0,-1,-1.5,1
Cc1cccc(C)c1OCC(=O)NNC(=O)CCNC(=O)c1ccc(Br)cc1,4,-2,-1.2,-1.5,5,-3,0.5,-2.7,-6,-0.6,-7
Cc1ccc(NC(=O)C2(C)CCN2C(=O)Cc2ccc(-c3ccccc3)cc2)cc1 (stereo unspecified),4,-6,-2.2,-1.4,0,6,/,-4.0,0,-1.9,-6
Cn1c(CN2CCCCC2)nc2cc(NC(=O)c3ccccc3Cl)ccc21,-3,-4,-2.7,-6.3,-32,-7,-2.5,-2.0,2,-2.2,-51
CS(=O)(=O)Nc1ccc(C(=O)Nc2ccccc2C(=O)N2CCCC2)cc1,3,-3,0.5,-0.9,0,0,1.9,-0.1,0,-1.4,3
O=C(NCC1CCOCC1)c1ccc(-c2ccc(F)c(F)c2)c2ccoc12,0,-1,-1.9,0.1,0,1,/,-0.6,5,-1.9,2
CCN1CCN(S(=O)(=O)c2ccc(C(=O)Nc3sc4c(c3C(N)=O)CCN(CC)C4)cc2)CC1,1,0,0.2,1.7,-51,-5,-0.7,0.2,3,-0.4,-82
COc1ccc(C=NNc2nc3ccccc3s2)cc1,-1,-1,14*,17*,-20,1,-0.6,11*,-5,0.9*,-22
COc1ccc(NC(=O)C(C)Sc2nnc3c4c(nc(-c5ccc(OC)cc5)n23)CC(C)(C)OC4)cc1 (stereo unspecified),-4,1,-1.6,2.8,2,2,1.0,-0.1,19,-1.1,1
Cc1cccc(N2CCN(CC(=O)Nc3ccc(S(=O)(=O)N4CCOCC4)cc3)CC2)c1C,3,-3,-2.8,-3.8,-3,2,-1.7,-6.3,-2,-2.0,-10
O=C(c1ccco1)N1CCN(C(=O)c2nn3cccnc3c2Cl)CC1,2,-1,-1.5,1.1,-7,-7,-0.9,-0.4,1,-1.1,-8
CCc1nc2ccc(C(=O)Nc3ccc(C(=O)N(C)C)cc3)cn2c1N(C)CCCc1ccccc1,-4,-1,0.0,0.9,-5,0,/,1.8,0,-1.2,-5
COc1ccccc1C(=O)Nc1sc(C(=O)N2CCCC2)c(C)c1C#N,8,-3,-0.4,-4.1,-4,-5,0.4,0.2,-5,-2.0,-4
COc1ccc(OC)c(NC(=O)C2CCN(S(=O)(=O)c3c(C)noc3C)CC2)c1,4,-3,0.7,-1.0,-1,-3,-1.2,-0.6,-6,-0.2,-2
COc1ccc(C2CC(c3cccs3)=NN2S(=O)(=O)c2ccc(C)cc2)cc1 (stereo unspecified),3,-1,-1.8,0.5,-1,0,-0.4,0.5,0,-0.9,2
O=S(=O)(c1c(Cl)sc(Cl)c1Br)N1CCCC1,1,3,-0.8,-1.0,1,0,0.1,-0.3,1,1.5*,-2
COCCNC(=O)CSc1nc2cc(OC)c(OC)cc2c(=O)n1Cc1ccco1,0,-5,0.5,-0.4,0,-5,-1.4,-0.8,2,-1.3,-1
Cc1cc(NC(=O)C(C)N2C(=O)c3ccccc3S2(=O)=O)no1 (stereo unspecified),4,-3,-1.2,-0.8,1,-5,-1.5,0.4,1,-1.4,-11
CCOc1ccc(/C(O)=C2/C(=O)C(=O)N(CC3CCCO3)C2c2ccco2)cc1 (stereo unspecified),2,4,-1.1,1.7,2,-2,1.1,-0.6,-5,-0.8,2
O=C(Nc1nc2nccc(-c3ccccc3)n2n1)c1ccc(F)cc1,-2,0,1.5,-2.0,5,5,-0.2,0.3,5,-1.5,2
Cc1ccc(OCC(=O)O/N=C(\N)Cc2ccc(Cl)cc2)cc1,0,-1,0.8,3.0,3,3,0.4,-1.1,-3,-1.6,2
COc1ccc([N+](=O)[O-])cc1N(CC(=O)Nc1ccccc1C(=O)N1CCOCC1)S(C)(=O)=O,-1,1,-1.2,0.3,1,0,0.7,0.7,0,-1.0,-6
CCOC(=O)C(Cc1ccccc1)NS(=O)(=O)c1ccc(NC(C)=O)cc1 (stereo unspecified),3,-3,-1.8,0.6,-2,-4,-2.4,-1.2,-6,-1.2,0
CCC(=O)N1CCc2cc(Br)cc(S(=O)(=O)NCCN3CCCCC3CC)c21 (stereo unspecified),9,0,-0.2,1.6,-1,-3,-0.8,-0.5,0,-1.2,-2
Cc1ccc(-c2c(NC(=O)C(C)C)n(C)c3ccccc3c2=O)cc1,0,1,0.7,3.4,-2,-14,-0.4,0.3,2,-0.9,-5
O=C1C2CCCCC2C(=O)N1c1cccc(OS(=O)(=O)c2ccccc2)c1 (stereo unspecified),-1,-1,-1.4,0.8,1,-3,-0.1,0.1,-1,0.2,2
COc1ccc(C2CC(c3ccccc3Cl)=NN2c2ccc(S(N)(=O)=O)cc2)cc1 (stereo unspecified),5,-1,0.5,2.3,i,i,-0.3,0.5,-4,-1.9,i
CCC(=O)c1c[nH]c(C(=O)NCc2ccccc2OC)c1,3,-1,-1.0,-0.6,-43,-3,0.9,-0.2,4,-0.7,1
CCNc1nc(SCC(=O)OC)nc(N2CCOCC2)n1,-2,4,0.7,4.0,-1,-5,3.5,0.6,-4,-1.2,-2
CC(C)c1ccc(S(=O)(=O)N2CCN(C(=O)CCc3nc4ccccc4c(=O)[nH]3)CC2)cc1,-1,1,-1.1,4.8,-4,-1,2.2,-0.7,3,-1.0,-6
Cn1c(SCC(=O)NC(=O)NCc2ccco2)nnc1C(F)(F)F,5,-1,-0.1,-2.1,-3,-7,0.4,0.3,7,-1.4,-6

# Entries of single compounds as entered above. Order of screens: MBD2 DNA inh | SMARCA2 activ | hcDAF-12 act | hgDAF12 agonist | PLCg1 inh | ADAM17 inh | DAX1 inh-1 | DAX1 inh-2 | Rev-erbA mod | ssDAF12 agonist | PLC-beta3 inh
# Results for `CCOc1ccc(/C(O)=C2/C(=O)C(=O)N(CC3CCCO3)C2c2ccco2)cc1` (stereo unspecified) = 2 | 4 | -1.1 | 1.7 | 2 | -2 | 1.1 | -0.6 | -5 | -0.8 | 2
# Results for `CC(C)c1ccc(S(=O)(=O)N2CCN(C(=O)CCc3nc4ccccc4c(=O)[nH]3)CC2)cc1` = -1 | 1 | -1.1 | 4.8 | -4 | -1 | 2.2 | -0.7 | 3 | -1.0 | -6
# Results for `CCNc1nc(SCC(=O)OC)nc(N2CCOCC2)n1` = -2 | 4 | 0.7 | 4.0 | -1 | -5 | 3.5 | 0.6 | -4 | -1.2 | -2

# The list continues:
SMILES,MBD2 DNA inh,SMARCA2 activ,hcDAF-12 act,hgDAF12 agonist,PLCg1 inh,ADAM17 inh,DAX1 inh-1,DAX1 inh-2,Rev-erbA mod,ssDAF12 agonist,PLC-beta3 inh
O=C(c1cc(-c2ccccn2)nc2c(Cl)cccc12)N1CCN(S(=O)(=O)c2ccccc2)CC1,-4,-1,-2.2,-4.2,-3,2,-0.8,-0.2,1,-1.9,-4
CC(C)=C(NC(=O)c1ccccc1)C(=O)NCCc1nc2ccccc2[nH]1,-3,-2,2.3,0.7,3,0,0.7,-0.3,1,-1.1,-7
CC(Oc1ccccc1F)c1ccnc2nc(/N=C/N(C)C)nn12 (stereo unspecified),1,-2,-1.5,-4.6,-10,-4,0.0,0.6,0,-0.9,-13
O=C(COC(=O)Cc1ccc(Br)cc1)Nc1ccc(Cl)cn1,-5,-1,-0.4,1.9,0,5,-1.0,0.3,3,-1.3,-2
Cc1ccc2cc(CN(c3cccc(C)c3C)S(=O)(=O)c3ccccc3)c(=O)[nH]c2c1,3,-1,-0.6,1.5,3,0,-0.3,0.3,20*,-0.6,-5
O=C(C1CCCN1S(=O)(=O)c1ccc(Cl)c(Cl)c1)N1CCCCC1 (stereo unspecified),4,0,-0.1,-2.0,-1,-7,1.1,-0.9,-5,-1.4,1
CCN1CCc2c(sc(NC(=O)COc3ccccc3)c2C(=O)OC)C1,7,-1,-0.5,1.2,-1,-3,0.4,1.5,0,-0.7,-7
O=S(=O)(c1ccccc1Br)N1CCN(c2ncccn2)CC1,-1,-2,-2.2,-0.7,-1,-4,-0.5,-0.2,-5,-0.8,-6
CS(=O)(=O)N(CC(=O)NCCSCc1cccc(Cl)c1)c1ccc2c(c1)OCO2,8,-2,-0.2,-1.3,2,1,0.0,-1.1,8,-0.7,4
O=C(c1cc(Cl)cc(Cl)c1)N1CC[C@H]2[C@H](CCCN2Cc2ccc(F)cc2)C1,-2,-2,-1.8,-0.7,0,i,/,-1.0,-3,-1.4,4
Cc1cc2c(N=NC(=O)CCc3ccccc3)c(O)[nH]c2cc1Br,1,2,0.8,1.8,6,2,0.0,0.2,-4,-1.2,8
COc1ccc(S(=O)(=O)N(CC(=O)NCC2CCCO2)c2ccccc2)cc1OC (stereo unspecified),4,-5,-0.7,-1.1,1,-4,-1.1,-0.1,0,-0.9,1
CCn1c(SCC(=O)N/N=C/c2ccc(C)o2)nnc1-c1ccccc1,1,-5,-1.2,2.3,-2,-1,0.0,-1.2,-4,-1.9,1
CCOc1ccc(NC(=O)[C@@H](NC(=O)c2ccco2)C(C)C)cc1,-7,-2,-1.8,1.6,0,-3,0.7,0.1,8,-1.1,-4
O=C(NCCCN=C1NS(=O)(=O)c2ccccc21)c1ccncc1,4,-1,-1.4,1.7,1,-3,1.1,0.1,-5,-1.0,1
CCCC(CCC)C(=O)Nc1ccc2c(c1)N(C(=O)CN1CCN(C)CC1)c1ccccc1CC2,-5,-3,-0.9,-2.5,1,-3,-2.0,0.0,5,0.1,1
COc1ccc(-c2nnc(NC(=O)c3ccc(S(=O)(=O)N4COCC4(C)C)cc3)o2)cc1,-5,-4,-2.0,-2.5,1,2,-2.2,-1.6,6,-1.0,-1

# Bioassay records (PubChem BioAssay)
